Screens as filed in PubChem BioAssay.
MLL CXXC-DNA inh: qHTS Fluorescence Polarization Assay for Inhibitors of MLL CXXC domain - DNA interaction; hit rate 0.037% among 290,000; AID 2662, 2010; Histone-lysine N-methyltransferase 2A (Homo sapiens), Q03164; MLL-CXXC / FITC-HOXA9 DNA fluorescence polarization; Potency, µM (titrated, usually from 115 µM), for the others: top-dose activity change, negative = inhibition, most hits filed as inhibitors; active means well fitted inhibition curve with a large enough effect in the polarisation, with a control signal flat, not every such curve was filed as active; inconclusive means small, poorly fitted or top-dose-only effect, or effect the other way, or a change in a side signal; inactive means no such curve, though single readings can be large or run the other way; the % refers to the polarisation; further: potency means the concentration at half of the fitted maximal effect
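Purified MLL-CXXC (added from a 7 uM solution) was preincubated 5 min at ambient with pinned compounds in 50 mM Tris-HCl pH 7.5, 50 mM NaCl, 1 mM DTT, 0.05% BSA. Fluorescein-labeled HOX-A9 DNA (50 nM solution) followed, 30 min, then polarization read.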
PTAP TSG101 blk: qHTS Assay for Iinhibitors of HIV-1 Budding by Blocking the Interaction of PTAP/TSG101 | Tumor susceptibility gene 101 protein (Homo sapiens), Q99816 | Fluorescence polarization, FITC-PTAP peptide / Tsg101 binding | Potency, µM (top dose mostly 115 µM), for the others: at the top dose activity change, negative = inhibition, most hits filed as inhibitors | 340,000 tested, under 10 active; active means well fitted inhibition curve with a large enough effect in the main read-out, with a control signal flat, not every such curve was filed as active; inconclusive means small, poorly fitted or top-dose-only effect, or effect the other way, or a change in a side signal; inactive means no such curve, though single readings can be large or run the other way; further: potency means the concentration at half of the fitted maximal effect; % of control where 0% means no effect
Target sequence (Q99816 whole entry, looked up): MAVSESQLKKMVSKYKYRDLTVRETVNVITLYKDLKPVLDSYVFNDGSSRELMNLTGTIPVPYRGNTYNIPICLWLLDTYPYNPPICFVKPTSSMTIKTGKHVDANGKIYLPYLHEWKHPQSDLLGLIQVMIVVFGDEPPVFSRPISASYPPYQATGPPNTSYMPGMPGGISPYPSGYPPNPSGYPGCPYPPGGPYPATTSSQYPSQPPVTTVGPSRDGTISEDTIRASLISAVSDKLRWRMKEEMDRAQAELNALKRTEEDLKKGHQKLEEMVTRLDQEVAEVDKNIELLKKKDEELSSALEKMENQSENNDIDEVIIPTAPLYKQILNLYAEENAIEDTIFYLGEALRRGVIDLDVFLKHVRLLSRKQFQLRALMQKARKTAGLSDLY
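Tsg101 binding domain (10 uM final) was mixed with compound and a FITC-labeled PTAP peptide (50 nM final) in HEPES pH 7.5 buffer with NaCl, Tween 20, EDTA and TCEP; fluorescence polarization was read after 20 min at r.t.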
p53 reactivation: qHTS assay for re-activators of p53 using a Luc reporter; H1299 p53-A138V BP100-luciferase reporter, luminescence, 24 h; Potency, µM (doses to about 92.2 µM), without a hit: top-dose activity change, positive = activation, hits mostly activators; hit rate 0.063% among 320,000; further: potency means the concentration at half of the fitted maximal effect; % of control where 0% means no effect; nearly all actives have a fitted effect of over 45% in size
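p53-null H1299 cells stably carrying temperature-sensitive p53-A138V and a BP100-luciferase reporter were pinned with compounds (4-point, 1:5 series) and held 24 hrs at 37 deg C. Luminescence was read 10 min after detection reagent.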
ELG1 DNA repair: qHTS screen for small molecules that inhibit ELG1-dependent DNA repair in human embryonic kidney (HEK293T) cells expressing luciferase-tagged ELG1 | HEK293T ELG1-luciferase reporter, luminescence, 16 h; DNA damage induced by 5-fluorouridine | Potency, µM (highest dose often 46.1 µM), inactives show at the top dose activity change, negative = inhibition, most hits filed as inhibitors | hit rate 2.3% among 330,000; further: potency means the concentration at half of the fitted maximal effect; on the % scale 0 is the no-effect control and ±100 the full control effect; nearly all actives have a fitted effect of over 55% in size
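Luminescence from the luciferase reporter, measured 30 min after ONE-Glo reagent at room temperature, was the read-out. Beforehand, 2,000 cells per well were exposed for 16 hr at 37 °C to 5-fluorouridine together with compound or vehicle.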
TRPV1 agonist: HTS Assay for Compounds that Act as Agonists of the Vanilloid Receptor 1; Transient receptor potential cation channel subfamily V member 1 (Homo sapiens), Q8NER1; TRPV1-expressing cells, Fluo-8 calcium influx, agonist mode; activation, % at 8.33 µM; hit rate 0.19% among 320,000; in the data active means activation above about 80%; inconclusive means between about 30% and that limit; further: 0% is about no effect
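Cells expressing TRPV1 were dye-loaded with Fluo-8 and read kinetically: 10 s baseline, 3 min after compound (agonist portion), then 2 min after EC20 capsaicin (allosteric enhancer portion). Calcium-bound dye fluorescence at 480/520 nm.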
B2AR arrestin: qHTS assay of beta-arrestin-biased ligands of beta2-adrenergic receptor | Beta-2 adrenergic receptor (Homo sapiens), P07550 | Potency, µM (titrated, usually from 46.1 µM), without a hit: at the highest dose activation, hits mostly activators | hit rate 0.02% among 330,000 | beta-arrestin recruitment to beta2AR, cell-based reporter | AID 492947, 2010;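 further: potency means the concentration at half of the fitted maximal effect; 0% = DMSO controls and full agonism = EC100 isoproterenol or metaproterenol; nearly all actives have a fitted effect of over 65% in size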
Target sequence (P07550 whole entry, looked up): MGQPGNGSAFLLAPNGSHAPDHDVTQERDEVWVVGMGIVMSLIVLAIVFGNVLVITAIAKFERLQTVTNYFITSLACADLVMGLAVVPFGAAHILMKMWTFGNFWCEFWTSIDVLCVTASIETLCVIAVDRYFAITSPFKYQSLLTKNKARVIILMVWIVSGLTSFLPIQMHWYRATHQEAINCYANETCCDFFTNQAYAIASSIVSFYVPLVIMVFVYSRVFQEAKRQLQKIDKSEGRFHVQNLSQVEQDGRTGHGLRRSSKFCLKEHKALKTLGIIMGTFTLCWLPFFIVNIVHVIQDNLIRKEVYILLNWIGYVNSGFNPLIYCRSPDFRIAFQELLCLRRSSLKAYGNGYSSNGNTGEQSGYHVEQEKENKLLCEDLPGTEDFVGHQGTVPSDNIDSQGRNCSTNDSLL
a7 integrin act: qHTS for Activators of Integrin-Mediated Alleviation for Muscular Dystrophy; Potency, µM (highest dose often 38.3 µM), for the others: at the highest dose activation, usual class: activators; alpha7betagal myoblasts, beta-gal FDG fluorescence, 48 h; hit rate 0.064% among 350,000;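 further: potency means the concentration at half of the fitted maximal effect; 100% = response of the positive control SU9516; nearly all actives have a fitted effect of over 60% in size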
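Alpha7betagal+/- myoblasts (passage 13) were plated 16-24 hr, then exposed to compounds (1:260 dilution of DMSO stock) for 48 hours at 37C. After MPER lysis, β-galactosidase reporter activity was read as FDG fluorescence (ex 480/em 540) after 30 minutes.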
TCR act: Activators of T cell receptors: qHTS campaign; primary human leukocytes, anti-CD3, IL-2 HTRF, 48 h; Potency, µM (titrated, usually from 9.22 µM), for inactives: at the highest dose activation of IL-2 secretion, most hits filed as activators; 330,000 tested, under 10 active; further: % of control where 0% means no effect
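Primary human leukocytes incubated 48 hr with anti-CD3 beads plus compound, without co-stimulation. Secreted IL-2 measured by HTRF (europium cryptate/d2 anti-IL-2 pair, 320 nm excitation, 665 nm emission).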
A-T KAP1 phos: qHTS Assay for Identifying a Potential Treatment of Ataxia-Telangiectasia. […] A-T fibroblasts, KAP-1 phosphorylation AlphaLISA; neocarzinostatin DNA damage 30 min before lysis. Potency, µM (series often up to 57.5 µM), for the others: top-dose activation, most hits filed as activators. hit rate 0.19% among 320,000. AID 485349, 2010; further: potency means the concentration at half of the fitted maximal effect; % of control where 0% means no effect; nearly all actives have a fitted effect of over 45% in size
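hTERT-immortalized A-T patient fibroblasts ([…]), 500 cells/well in OPTI-MEM, 1% FBS, got compounds for 60 min, then NCS for 30 min at 37C. Lysates were then assayed for phospho-KAP-1 by AlphaLISA (anti-pKAP1 donor, anti-KAP1 acceptor beads), 6 hr at 25C.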
BRCA1 expr act: qHTS Assay to Identify Small Molecule Activators of BRCA1 Expression. MCF7-BRCA1-FFLuc reporter, luminescence, 48 h; response scale: scaled: vehicle 0%, 10 µM genistein 100%. Potency, µM (top dose mostly 46.1 µM), inactives show at the highest dose activation, usual class: activators. hit rate 1.1% among 380,000. AID 624202, 2012; further: potency means the concentration at half of the fitted maximal effect; nearly all actives have a fitted effect of over 80% in size; some results filed as inactive show a strong effect at the top dose
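Using MCF7 cells harboring a BRCA1 firefly luciferase reporter, plated 2 h before compound pinning, the screen measured luminescence after 48 h incubation. Responses were normalized to DMSO and 10 microM genistein, then fitted for concentration-effect.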
* = called active by the depositor; ? = inconclusive; . = no result given; & = joins results of further samples; [ ] = remark or other dose. Unless noted, the call rests on the fitted dose curve; in most records, active means well fitted curve in the direction sought with a large enough effect; inconclusive means small, poorly fitted or top-dose-only effect, or another doubt; inactive means no such curve, though single readings can be large; an effect the other way counts as inactive or inconclusive.

SMILES	MLL CXXC-DNA inh	PTAP TSG101 blk	p53 reactivation	ELG1 DNA repair	TRPV1 agonist	B2AR arrestin	a7 integrin act	TCR act	A-T KAP1 phos	BRCA1 expr act
Cc1cc(/C=N/n2cnnc2)c(O)c([N+](=O)[O-])c1	-4%	-4%	-8%	-5%	-4	-0.1%	23%	2%[46.1 µM]	1%	-34%
CCCN1CCN(C(=O)c2c(Cl)cnn2C)CC1	-1%	0%	3%	?	2	-0.3%	-23%	-2%	-5%	4%
CCOC(=O)Nc1nnc(-c2cccc(OC)c2)s1	2%	0%	?	1%	28	-0.1%	8%	0%	4%	51%
COc1ccc(C(=O)Nc2ccccc2N2CCCCC2)cc1[N+](=O)[O-]	-11%	-4%	6%	?	29	-0.5%	23%	-13%	6%	-67%
COc1cc(COCC(O)CN2CCN(CCN3C(=O)c4cccc5cccc(c45)C3=O)CC2)cc(OC)c1OC (stereo not given)	-4%	-1%	-2%	12µM*	11	2.9%	-12%	2%	-7%	-21%
CNC(=S)N(C)[C@H]1c2c(ccc3ccccc23)OC[C@H]1CO	1%	-1%	-2%	23µM*	3	-0.3%	29%	-4%	11%	-9%
CCN(CC)S(=O)(=O)c1cc(C(=O)OCC(=O)Nc2c(F)cccc2F)ccc1F	?	-2%	5%	-2%	10	0.2%	-17%	-9%[46.1 µM]	7%	-14%
C=CCNC(=O)c1ccc(NC(=O)C2=CSCCO2)cc1	-1%	-4%	17%	?	8	-0.3%	13%	-1%	2%	48%
Cc1ccc(SCC(=O)NC(=O)NCc2ccco2)cc1C	4%	.	-2%	3%	1	-0.4%	.	.	2%	.
Cc1ccc(COC(=O)CCN=C2NS(=O)(=O)c3ccccc32)cc1	.	-1%	-5%	-4%	16	-1.4%	5%	-4%	1%	-7%
CCOC(=O)c1ccc(NC(=O)Cn2ncc(Cl)c(Cl)c2=O)cc1	-7%	-3%	-30%	?	-2	-0.1%	-61%[inhibitor]	10%[46.1 µM]	-5%	-101%[inhibitor]
CN1OC[C@@H]2CN(Cc3ccccc3)[C@H](c3cccc(Oc4ccccc4)c3)C[C@@H]21	.	-3%	.	.	.	.	-4%	5%	.	-12%
N/C(=N\OC(=O)COc1ccc(Cl)cc1)c1ccc(Cl)cc1	-5%	1%	0%	19%	3	-0.6%	0%	-1%[46.1 µM]	7%	24%
CCCn1cnnc1CNC(=O)C1CCC(=O)N(CCCc2ccccc2)C1 (stereo not given)	0%	-7%	9%	-1%	0	0.0%	-8%	4%	0%	-4%
Cc1ccc(S(=O)(=O)NCCC(=O)N2CCC(C)CC2)cc1	.	-3%	8%	-10%	11	-2.1%	37%	-7%	-1%	-10%
CCN(CC)S(=O)(=O)c1cc(C(=O)n2cccn2)c(Cl)cc1Cl	-8%	-5%	2%	19%	1	0.2%	8%	-2%	-5%	1%
O=C(Nc1ccc(NC(=O)c2ccc(Cl)cc2Cl)cc1)c1ccc2c(c1)OCO2	27%	0%	-4%	14%	1	0.1%	-41%	-6%	7%	-15%
CC(C)CN(CCCNC(=O)CN1C(=O)COc2ccc(S(=O)(=O)N3CCCCCC3)cc21)CC(C)C	1%	1%	14%	0%	2	0.4%	-51%[inhibitor]	-5%	8%	-13%&-4%
O=C(NCc1ccccc1Br)c1cccc2c1C(=O)c1ccc(-c3ccc(OC(F)(F)F)cc3)cc1S2(=O)=O	.	-7%	2%	?	.	-0.5%	18%	2%	-7%	0%
C/C(=N/NC(=O)c1ccc(C(C)(C)C)cc1)c1cccnc1	.	-7%	.	.	.	.	23%	-7%	.	24%
CSc1nc2ccccc2c(=O)n1C1CCOC(C)(C)C1 (stereo not given)	-3%	-11%	4%	4%	22	0.0%	6%	-2%	9%	-4%
Cc1ccc(S(=O)(=O)N2CCN(C(=O)CCC(=O)NCCc3ccc(F)cc3)CC2)cc1	1%	-1%	-1%	-3%	1	0.5%	-15%	-1%	12%	3%
Cc1ccc2c(=O)oc(N(C)C)nc2c1	4%	0%	2%	-3%	-2	-1.1%	-12%	3%	4%	-11%
Oc1ccc(C=Nc2cccc3ncccc23)c(O)c1	-4%	-4%	1%	-2%	2	-0.2%	-1%	-1%	6%	-8%
COc1ccccc1CNC(=O)CNC(=O)Cn1cnc2ccccc2c1=O	9%	-2%	-4%	-2%	-1	-0.2%	-8%	3%	1%	-18%
SMILES	MLL CXXC-DNA inh	PTAP TSG101 blk	p53 reactivation	ELG1 DNA repair	TRPV1 agonist	B2AR arrestin	a7 integrin act	TCR act	A-T KAP1 phos	BRCA1 expr act
CCOc1ccc(NC(=O)CNc2cccc(S(=O)(=O)N3CCCCCC3)c2)cc1OCC	.	-11%	-7%	?	.	0.2%	-22%	.	1%	-27%
O=C(Nc1ccc2c(c1)OCCO2)c1ccncc1	9%	-4%	?	?	3	0.2%	1%	4%	-1%	17%
CN(c1ccccc1C(=O)Nc1cccc([N+](=O)[O-])c1)S(=O)(=O)c1ccccc1	0%	-2%	.	-14%	3	-0.6%	-2%	4%	3%	5%
CCOC(=O)COC(=O)c1ccc(O)cc1	0%	-1%	8%	5%	0	0.1%	13%[7.66 µM]	1%	5%	2%
O=C(O)c1ccc(CN2C(=O)c3ccccc3S2(=O)=O)cc1	-22%	-1%	1%	-6%	3	-0.4%	2%	8%	3%	0%
CCCOc1ccc(N2C(=O)CC(SC(=NCC)Nc3cccc(F)c3)C2=O)cc1 (stereo not given)	0%	-2%	-8%	?	-4	0.1%	-6%	0%[46.1 µM]	-2%	4%
O=C(COC(=O)CCC(=O)c1ccc(F)cc1)Nc1ccccc1	6%	2%	8%	1%	9	0.1%	0%	5%	-1%	-7%
Cn1cc(C=C2C(=O)CC(C)(C)CC2=O)c2ccccc21	?	0%	-11%	?	-4	-0.6%	-7%	-1%[46.1 µM]	5%	2%
CC(C)n1ncc2c(C(=O)Nc3cccc(S(=O)(=O)N(C)C)c3)cc(C3CC3)nc21	.	-4%	-16%	21µM*	25	0.3%	18%	-2%	-1%	-37%
COc1ccc(-c2cc(C(=O)Nc3ccccc3)on2)cc1	-3%	1%	8%	?	2	0.0%	5%	0%	3%	?
Oc1ccc(N2CCN(Cc3ccc(OCCCN4CCCCC4)cc3)CC2)cc1	-1%	1%	-5%	-6%	-5	0.0%	-54%[inhibitor]	-4%	6%	-10%
Oc1cccc(/C=N/N=C/c2cccc(O)c2O)c1O	-10%	-5%	.	?	7	1.2%	-33%	.	-4%	-54%
CC1CCCCC1NS(=O)(=O)CCNC(=O)c1ccc2c(c1)OCO2 (stereo not given)	.	1%	-2%	2%	6	-0.1%	-10%	-2%	0%	-7%
Cn1c(SCc2cccnc2)nc2cccnc21	9%	-1%	29%	?	2	0.5%	-11%	4%	2%	59%
Cc1ccc(C(=O)O/N=C2\CCS(=O)(=O)c3sccc32)cc1	17%	-1%	-3%	2%	?	0.1%	-1%	4%	-5%	-25%
CS(=O)(=O)N(CC(=O)NCCSCc1ccccc1)c1ccccc1Cl	6%	-5%	.	-1%	-2	-0.8%	2%	-2%	1%	-16%
O=C(O)C(c1ccccc1)N1C(=O)/C(=C\c2ccc(-c3ccccc3Cl)o2)SC1=S (stereo not given)	8%	?	0%	2%	-4	0.1%	?	-1%	45%	-7%
Cc1ccc(S(=O)(=O)NC(=O)c2cccn2C)cc1	-1%	-4%	12%	20%	-1	-0.2%	16%	-1%	36%	4%
Cc1ccc(N(CN2C(=O)C3C4CCC(C4)C3C2=O)C(=O)c2ccco2)cc1 (stereo not given)	-26%	-1%	-3%	-11%	-1	-0.3%	-6%	1%	-2%	-4%
O=C(OCC(=O)N1CCCC1=O)c1cc(S(=O)(=O)N2CCOCC2)ccc1Cl	.	-2%	2%	2%	0	0.1%	27%	6%	-6%	7%
O=C(Nc1ccccc1N1CCCCC1)c1cccs1	14%	-2%	-13%	-1%	8	0.1%	10%	.	4%	-31%
COc1cccc(CN2CCN(Cc3[nH]c4ccccc4c3C)CC2CCO)c1 (stereo not given)	8%	-2%	0%	-11%	-4	-0.1%	-15%	-1%	-10%	-40%
CCOc1ccc(C(=O)N2CCN(c3ccccc3)CC2)cc1OCC	-6%	-4%	-1%	-2%	-1	-0.5%	-5%	-6%	4%	-7%
